# Compound activity (PubChem)
# DUSP3 inh – VHR1 phosphatase inhibitors, primary screen, biochemical, absorbance, uHTS. AID 1654, 2009. inhibition, % at 13.3 µM. actives 0.52% (n = 290,000). recombinant VHR phosphatase, pNPP absorbance. Dual specificity protein phosphatase 3 (Homo sapiens), P51452; in the data active means inhibition above about 50%; further: some compounds called inactive have numbers as strong as hits
# Target sequence (P51452 whole entry, looked up): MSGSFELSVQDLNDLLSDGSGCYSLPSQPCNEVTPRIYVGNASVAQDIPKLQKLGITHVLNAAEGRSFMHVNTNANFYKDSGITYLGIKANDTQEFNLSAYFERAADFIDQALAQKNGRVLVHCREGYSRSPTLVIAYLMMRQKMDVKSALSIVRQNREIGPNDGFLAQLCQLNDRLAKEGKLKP
# MazF activator – activators of E. coli MazEF toxin-antitoxin RNase, primary screen, biochemical, fluorescence, uHTS; Endoribonuclease toxin MazF (Escherichia coli (strain K12)), P0AE70; FAM/BHQ RNA-DNA oligo cleavage fluorescence, 5 h; activation, % at 20 µM; actives 0.32% (n = 350,000); AID 504720, 2011; in the data active means activation above about 50%
# Target sequence (P0AE70 whole entry, looked up): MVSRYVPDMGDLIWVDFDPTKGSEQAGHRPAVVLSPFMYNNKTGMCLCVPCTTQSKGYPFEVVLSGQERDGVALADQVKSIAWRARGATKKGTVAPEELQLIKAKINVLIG
# Mtb FBA inh – Mtb FBA enzyme inhibitors, primary screen, biochemical, fluorescence, strain H37Rv. Fructose-bisphosphate aldolase (Mycobacterium tuberculosis (strain ATCC 25618 / H37Rv)), …. purified M. tuberculosis FBA, fluorescence read-out. inhibition, % at 1 µM. actives 2.3% (n = 360,000). AID 588726, 2011; in the data active means inhibition above about 27%;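 further: 0% = vehicle and 100% = reference inhibitor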
# Target sequence (P9WQA3 whole entry, looked up): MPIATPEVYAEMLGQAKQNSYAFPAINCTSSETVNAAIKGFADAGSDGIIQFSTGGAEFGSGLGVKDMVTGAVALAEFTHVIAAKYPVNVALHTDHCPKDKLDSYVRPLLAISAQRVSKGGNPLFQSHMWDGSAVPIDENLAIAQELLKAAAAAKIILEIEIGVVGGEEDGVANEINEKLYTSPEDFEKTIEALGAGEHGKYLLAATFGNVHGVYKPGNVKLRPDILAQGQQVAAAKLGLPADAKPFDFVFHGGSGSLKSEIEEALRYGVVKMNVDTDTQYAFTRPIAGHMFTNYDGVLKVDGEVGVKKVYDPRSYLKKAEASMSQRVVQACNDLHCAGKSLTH
# GDH-TPI counter – GDH-TPI coupling enzyme inhibitors, primary screen, artefact control for M. tuberculosis FBA inhibitor project, biochemical, absorbance, full deck; GDH-TPI coupled enzyme counterscreen, NADH absorbance; inhibition, % at 4.8 µM; actives 1.2% (n = 360,000); AID 588335, 2011;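 further: 0% = DMSO wells and 100% = wells lacking the enzyme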
# Rv3671c protease – Rv3671c serine protease inhibitors, primary screen, biochemical, fluorescence polarization, M. tuberculosis H37Rv; P9WHR9; inhibition, % at 5.96 µM; actives 0.048% (n = 320,000); AID 2606, 2010; in the data active means inhibition above about 38%;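 further: extracellular domain of Rv3671c used as enzyme; 0% = enzyme with DMSO and 100% = no enzyme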
# Target sequence (P9WHR9 whole entry, looked up, the tested form may be a part): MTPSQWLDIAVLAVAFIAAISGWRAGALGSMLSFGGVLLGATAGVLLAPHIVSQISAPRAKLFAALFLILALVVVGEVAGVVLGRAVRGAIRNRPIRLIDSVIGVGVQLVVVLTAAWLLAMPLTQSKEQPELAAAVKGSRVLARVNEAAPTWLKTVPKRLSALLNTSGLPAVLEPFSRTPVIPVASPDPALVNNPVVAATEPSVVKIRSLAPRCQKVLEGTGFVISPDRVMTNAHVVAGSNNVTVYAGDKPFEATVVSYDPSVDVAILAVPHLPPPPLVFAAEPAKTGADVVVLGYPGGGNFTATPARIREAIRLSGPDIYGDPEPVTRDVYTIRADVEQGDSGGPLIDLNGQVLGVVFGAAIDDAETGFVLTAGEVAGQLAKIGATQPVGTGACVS
# BioA inh – M. tuberculosis BioA enzyme inhibitors, primary screen, biochemical, plate reader, single point, HTS; purified M. tuberculosis BioA enzyme; 7,8-diaminopelargonic acid synthase BioA (Mycobacterium tuberculosis); AID 602481, 2012; inhibition, % at 9.99 µM; actives 0.096% (n = 360,000); in the data active means inhibition above about 40%; inconclusive means no clear call, values can overlap the other calls
# FadD28 binding – inhibitors of FadD28 bisubstrate probe binding, primary screen, biochemical, fluorescence polarization, single point; actives 0.22% (n = 360,000); Mycobacterium tuberculosis FadD28 fatty-acid-AMP ligase; inhibition, % at 12.5 µM; in the data active means inhibition above about 8.5%, passing the limit was not always enough; inconclusive means no clear call, values can overlap the other calls
# BoNT F protease – BoNT/F light chain protease inhibitors, primary screen, biochemical, flow cytometry, MLPCN library | Botulinum neurotoxin type F light chain protease (Clostridium botulinum) | Multiplex microsphere protease cleavage assay | inhibition, % at 10 µM | actives 0.22% (n = 360,000) | AID 588497, 2011; in the data active means inhibition above about 35%, passing the limit was not always enough; inconclusive means no clear call, values can overlap the other calls; further: plate controls were buffer without enzyme for full effect and enzyme alone for no effect
# UGM FP inh – M. tuberculosis UGM enzyme inhibitors, primary screen, biochemical, fluorescence polarization, single point | purified UGM, fluorescence polarization probe displacement | inhibition, % at 10 µM | actives 0.06% (n = 320,000) | UDP-galactopyranose mutase (Mycobacterium tuberculosis (strain ATCC 25618 / H37Rv)), …; in the data active means inhibition above about 10%, passing the limit was not always enough; inconclusive means no clear call, values can overlap the other calls
# CCHF vOTU inh – CCHFV vOTU protease inhibitors, primary screen, biochemical, Pep-AMC substrate, fluorescence; Crimean-Congo hemorrhagic fever virus L polyprotein viral ovarian tumor (vOTU) protease …; inhibition, % at 11.5 µM; actives 0.55% (n = 370,000); AID 651958, 2012; further: 0% = vehicle wells with enzyme and 100% = no enzyme wells
# Starred values were filed as active, the others as inactive; u = inconclusive; x = not tested or not shown; & = joins results of further samples. Unless noted, no stated cut-off is given here; in the data, active means inhibition above about 30%; inactive means the rest.
SMILES,DUSP3 inh,MazF activator,Mtb FBA inh,GDH-TPI counter,Rv3671c protease,BioA inh,FadD28 binding,BoNT F protease,UGM FP inh,CCHF vOTU inh
Cc1ccc2c(c1)N(S(=O)(=O)c1ccc3c(c1)NC(=O)CC(=O)N3)CCO2,21,10,1,-1,-17,5.8,-6.0,-8,x,-1
COc1ccccc1CCNC(=O)c1ccccc1SCC(=O)N1CCCC1,x,1,3,-2,-6,-0.2,-1.3,-22,-0.3,11
Cc1cc[n+](-c2[nH]c(=O)sc2/C=N/N=C(\[O-])c2ccncc2)cc1C,30,1,-4,35*,11,0.1,-0.5,-14,-1.1,1
CCOC(=O)c1c(S(=O)(=O)NCC(C)c2ccccc2)c(C)n(C)c1C (centres undefined),-17,-9,4,10,4,-0.3,-1.8,-2,7.5,-9
CCNC(=O)NC(=O)C(C)Sc1ccc2c(c1)OCCO2 (centres undefined),0,-2,1,16,2,-1.1,-0.8,4,-0.3,2
COc1ccc(OC)c(S(=O)(=O)Nc2cccc(F)c2)c1,0,6,-1,3,-2,-0.6,-0.4,1,-1.2,2
CN(Cc1cnccn1)C(=O)CC1C(=O)NCCN1Cc1ccc(F)cc1Cl (centres undefined),18,4,2,6,1,-0.3,0.6,-3,1.6,-5
Cc1cccnc1C(NC(=O)C1CCN(Cc2ccc(Oc3ccccc3)cc2)CC1)c1ccc(F)cc1 (centres undefined),x,x,-1,5,x,-2.0,-2.3,-6,x,18
CC(=O)Nc1ccccc1C(F)(F)F,-1,-6,2,13,-5,0.5,-1.1,u,1.4,-10
CCC(=O)Nc1nnc(S(=O)(=O)N2CCc3ccccc32)s1,13,-33,5,12,-5,-1.3,-2.7,-8,3.0,-7
COc1ccccc1CC(=O)NCCc1ccc(S(N)(=O)=O)cc1,0,-1,-5,3,9,-0.3,-2.1,2,0.0,-3
CCOC(=O)CC1CCCCN1C(=O)CCCn1nnnc1CN1CCOCC1 (centres undefined),10,8,2,6,-2,-0.3,x,4,-0.3,-9
O=C(O)CCN1C(=O)c2ccc(NC(=O)CSCc3ccccc3)cc2C1=O,-8,-4,6,6,-12,x,0.6,-2,4.6,-7
O=C(CC(=O)Nc1ccccn1)Nc1ccccn1,4,6,2,2,1,-8.2,0.0,x,6.2,4
C[C@H]1CN([C@@H](C)CO)C(=O)CCCn2nncc2CO[C@@H]1CN(C)S(=O)(=O)c1cccc(F)c1,x,2,3,8,x,-3.7&-0.5,-0.8,1,x,-2
CCCS(=O)(=O)N1CCC(C(=O)NCCCN2CCC(Cc3ccccc3)CC2)CC1,19,14,2,2,9,-4.8,-0.5,4,-0.9,-19
CC(NC(=O)CCc1nnc(C2CCCCC2)o1)c1ccc(F)cc1 (centres undefined),17,0,3,6,6,x,0.2,1,-1.1,7
CCC(=O)Nc1ccc(NC(=O)c2cc3ccccc3o2)cc1,8,-3,0,14,-11,-0.3,-0.3,-5,-0.4,3
CCc1ccc2nc(N3CCN(C(=O)C(C)(C)C)CC3)sc2c1,24,-4,-9,-3,5,-1.8,-3.0,-4,-3.3,-2
Cc1cc(NC(=O)CSc2ccccc2)no1,0,-16,-1,-4,-10,-1.8,-1.9,-5,-3.6,-3
O=C(Nc1ccccc1)Nc1ccc2ocnc2c1,13,6,-1,-1,12,-0.8,1.9,-1,-2.9,-5
COc1ccc(N2CS(=O)CC2=O)cc1 (centres undefined),-3,3,1,6,-9,-1.7,0.1,3,1.5,-3
Cc1ccc(C)c(NC(=S)N(CCc2nc3cc(C)c(C)cc3[nH]2)Cc2cccnc2)c1,53*,19,0,2,4,-1.1,-1.8,-10,1.4,-2
COc1ccc(C2(c3ccc(OC)cc3)NC(=O)N(CC(=O)NCC(C)c3ccccc3)C2=O)cc1 (centres undefined),x,-2,-3,-6,0,-1.2,-3.8,0,0.9,2
CC(C)c1ccc(CNc2nnnn2C)cc1,20,0,-1,5,-10,-2.8,0.4,-6,0.0,10

# Single records (already shown). Values in the order: DUSP3 inh, MazF activator, Mtb FBA inh, GDH-TPI counter, Rv3671c protease, BioA inh, FadD28 binding, BoNT F protease, UGM FP inh, CCHF vOTU inh
# Shown for `O=C(O)CCN1C(=O)c2ccc(NC(=O)CSCc3ccccc3)cc2C1=O` → -8, -4, 6, 6, -12, x, 0.6, -2, 4.6, -7
# Shown for `Cc1cccnc1C(NC(=O)C1CCN(Cc2ccc(Oc3ccccc3)cc2)CC1)c1ccc(F)cc1` (centres undefined) → x, x, -1, 5, x, -2.0, -2.3, -6, x, 18
# Shown for `COc1ccccc1CC(=O)NCCc1ccc(S(N)(=O)=O)cc1` → 0, -1, -5, 3, 9, -0.3, -2.1, 2, 0.0, -3
# Shown for `Cc1cc(NC(=O)CSc2ccccc2)no1` → 0, -16, -1, -4, -10, -1.8, -1.9, -5, -3.6, -3
# Shown for `COc1ccc(N2CS(=O)CC2=O)cc1` (centres undefined) → -3, 3, 1, 6, -9, -1.7, 0.1, 3, 1.5, -3

# The results go on:
SMILES,DUSP3 inh,MazF activator,Mtb FBA inh,GDH-TPI counter,Rv3671c protease,BioA inh,FadD28 binding,BoNT F protease,UGM FP inh,CCHF vOTU inh
COc1ccc(NC(=O)c2ccc(S(=O)(=O)NCc3cccnc3)cc2)cc1,13,8,0,-6,5,-4.0,-1.2,-3,-1.0,5
Cc1cc(NS(=O)(=O)c2ccc(NC(=O)CSc3nc4sc(C(=O)O)c(C)c4c(=O)[nH]3)cc2)no1,25,8,1,4,2,0.1,-2.5,-4,0.3,11
CCOC(=O)C1=CN(CC)S(=O)(=O)NC1CC (centres undefined),x,9,2,-4,x,-0.4,0.0,-1,x,-4
COc1ccc(C(=O)Nc2cnccn2)cc1[N+](=O)[O-],28,1,-3,6,0,6.7,0.5,x,-0.8,18
CS(=O)(=O)N1CCN(c2nnc(-c3ccccc3)c3ccccc23)CC1,-2,1,1,4,1,3.0,-0.2,-1,-0.5,5
COCCNC(=S)Nc1ccccn1,18,10,3,3,11,x,-2.2,-5,-1.5,5
Cc1c(Cl)cccc1NC(=O)Cn1nc(C)n2cccc2c1=O,3,1,3,10,1,-0.1,0.6,-2,-0.2,6
O=C(CC1Sc2ccccc2NC1=O)NCc1ccc(Cl)cc1 (centres undefined),15,-2,-1,-6,3,-2.3,-5.3,-2,0.0,-7
CCOC(=O)COc1coc(CN2CCN(c3ccc(F)cc3)CC2)cc1=O,9,6,-1,10,-4,0.9,-4.5,-4,-1.9,-8
CN1CCN(C(=S)NC(=O)c2ccco2)CC1,4,2,5,2,3,x,-2.2,-2,-3.6,-7
CCOc1cc(/C=C2\SC(=N)N(c3nccs3)C2=O)ccc1OCCN1CCOCC1,-8,-1,-5,29,-4,0.5,-0.3,-3,2.5,16
O=C(CNC(=O)c1ccccc1F)OCc1nc2ccc(Cl)cc2n1CCO,x,1,7,10,3,-1.4,x,2,-2.0,-9
COc1ccccc1C(=O)COC(=O)/C(=C/c1ccccc1)NC(C)=O,x,-1,2,-4,2,x,x,0,-0.5,-2
COc1ccc2[nH]cc(CCn3ccc(O)c(C/C=C/c4ccccc4)c3=O)c2c1,-5,4,0,5,8,x,-9.7,-1,0.9,10
Cc1c(C(c2cc(O)ccc2O)c2c(C)n(C)n(-c3ccccc3)c2=O)c(=O)n(-c2ccccc2)n1C,x,-13,1,3,x,0.3,0.2,19,x,8
CN1C(=O)C2CN(CCc3ccccc3)CNC2N(C)C1=O (centres undefined),19,3,-1,0,0,1.3,-3.3,-16,2.3,6
CC(C)Oc1ccc(S(=O)(=O)N2CCOCC2)cc1NC(=O)Cc1cccs1,x,3,2,7,-1,x,-0.5,u,-1.0,-2
CCOC(=O)COc1ccc(S(=O)(=O)NCc2ccco2)cc1,4,-3,0,5,0,-1.1,-0.1,-7,-1.7,13
Cc1noc(C)c1CN(C(=S)NC1CC2CCC1C2)c1ccccc1 (centres undefined),-15,-4,5,-1,9,x,-0.3,42*,-0.9,3
CSCCC1NC(=O)N(CC(=O)Nc2cccc(S(=O)(=O)N3CCCCCC3)c2)C1=O (centres undefined),x,0,-2,4,-15,-0.9,-4.7,0,0.8,2
O=C(CSc1nnc(-c2ccccc2O)o1)NC1CCCCC1,14,-1,1,-2,0,1.7,-0.3,2,1.4,0
COc1ccc(OCCCC(=O)Nc2cccc(C(C)=O)c2)cc1,26,-13,1,4,4,-0.8,-2.6,-2,1.7,0
COc1ccccc1Oc1ncnc2sccc12,30,-3,-1,-3,-4,x,-0.6,37*,3.3,-7
COc1ccc(CNC(=O)Nc2ccc([N+](=O)[O-])cc2)cc1,x,10,-3,16,1,0.0,-2.7,4,0.1,13
CC(=O)COC(=O)CNC(=O)c1ccc(Br)cc1,-10,0,0,17,0,-1.3,0.5,4,-0.7,-1

# (more compounds)
SMILES,DUSP3 inh,MazF activator,Mtb FBA inh,GDH-TPI counter,Rv3671c protease,BioA inh,FadD28 binding,BoNT F protease,UGM FP inh,CCHF vOTU inh
CCN1CCC2(CCN(Cc3cn[nH]c3-c3ccc(OC)c(F)c3)C2)C1 (centres undefined),22,3,-1,-3,12,x,0.0,-3,-1.0,-7
CCOc1ccc2[nH]c(=O)c(C(c3nnnn3CCOC)N3CCOCC3)cc2c1 (centres undefined),8,2,21,10,3,-2.1,-0.4,2,-2.3,-8
CSCC[C@H](N)C(=O)NCC1CCC(C(=O)Nc2ccc3c(c2)OCO3)CC1 (some centres undefined),29,-6,0,-7,3,0.0,-2.9,-4,4.3,0
COc1ccc(NC2CCCN(C(=O)Cn3ccc(C)n3)C2)cc1OC (centres undefined),30,-5,1,2,-1,-0.1,-1.3,-7,0.9,11
COc1cc2oc3ccccc3c2cc1N(CC(=O)N1CCCCC1)S(=O)(=O)c1ccc(C)cc1,7,-11,-2,7,-16,-1.4,-3.8,-10,-1.0,13
Cc1ccnc(NC(=O)CCNC(=O)c2ccc(Br)cc2)c1,x,1,-1,-3,x,-0.2,-1.1,0,x,-1
COC(=O)c1ccc(C(=O)OCc2nc3cc4ccccc4cc3[nH]2)cc1,0,5,-2,8,-47,-0.9,-4.4,1,0.5,2
Cc1ccn2c(NC3CCCCC3)c(C(C)C)nc2c1,9,2,3,-2,2,-1.0,-0.5,-8,-1.7,-3
COc1ccc(N(C)S(=O)(=O)c2ccc3c(c2)CCC(=O)N3)cc1,21,-8,1,-4,5,0.8,-2.9,-2,1.4,-18
CC1=C(C(=O)Nc2ccccc2)C(c2ccc(C)o2)n2ncnc2N1 (centres undefined),3,13,2,-11,-5,-1.6,-2.4,-1,-0.4,2
O=C(CSC1=NS(=O)(=O)c2cc(Cl)ccc2N1)Nc1cccc(F)c1,x,-4,0,6,-8,1.2,-2.6,u,-4.0,3
CSCCC(NC(=O)CCC(=O)OCC(=O)[C@@]1(O)CCC2[C@@H]3CCC4=CC(=O)C=C[C@]4(C)C3[C@@H](O)C[C@@]21C)C(=O)O (some centres undefined),2,-11,2,6,-6,0.2,-1.1,-24,0.6,-16
CC1(C(=O)NS(=O)(=O)c2ccccc2Cl)CCN1C(=O)c1ccco1 (centres undefined),x,x,0,7,x,-1.2,-0.1,1,x,-3
CCCC(NC(=O)c1ccc(Br)o1)c1nc2ccccc2[nH]1 (centres undefined),x,3,-2,2,1,-0.4,-4.5,-2,2.7,9
O=C(CSc1nc(-c2ccc(F)cc2)cc(C(F)(F)F)n1)NCc1ccco1,-9,-15,1,15,-7,-1.2,0.5,4,2.0,3
